UBC13 polyUb: UBC13 polyubiquitin chain formation inhibitors, primary screen, biochemical, TR-FRET, uHTS | Ubiquitin-conjugating enzyme E2 N (Homo sapiens), P61088 | inhibition, % at 20 µM | 330,000 tested, 0.47% active; in the data active = inhibition above about 45%, passing the limit was not always enough
Target sequence (P61088 whole entry, looked up): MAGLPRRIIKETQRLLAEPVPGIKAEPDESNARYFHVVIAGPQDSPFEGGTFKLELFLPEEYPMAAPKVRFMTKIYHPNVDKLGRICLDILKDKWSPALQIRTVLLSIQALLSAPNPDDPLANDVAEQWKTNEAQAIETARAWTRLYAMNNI
HKDC1 inh: HKDC1 hexokinase inhibitors, primary screen, biochemical, fluorescence, uHTS; Q2TB90; recombinant HKDC1, G6PDH/diaphorase resazurin coupled fluorescence; inhibition, % at 20 µM; 340,000 tested, 0.16% active; AID 493160, 2011;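 active = inhibition above about 35% when tested at 20 µM, limit read from the data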;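 note: plate controls were DMSO wells with enzyme for no effect and DMSO wells lacking enzyme for full effect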
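Assay system: recombinant HKDC1 hexokinase; detection: coupled resazurin fluorescence, excitation 525 nm, emission 613 nm; benchmarks: DMSO-plus-enzyme-mix negative control, buffer-substituted positive control; compound dosing: single 20 µM dose; schedule: 90 min at room temperature in dark; also added: glucose plus 1 mM ATP as hexokinase substrates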
MIN6 prolif: inducers of MIN6 beta-cell proliferation, primary screen, ATP luminescence, uHTS; MIN6 cells proliferation, ATPlite luminescence, 48 h; cells starved in 0.2% serum; 100% = growth in 10% serum; proliferation, % at 10 µM; 330,000 tested, 0.29% active;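 active = compounds whose signal lies at least 3.5 SD above the mean of all wells on their plate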;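 note: 0% = DMSO-treated cells in low-serum medium and 100% = 10% serum control; some compounds called inactive have numbers as strong as hits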
SENP1 inh: human SENP1 catalytic domain inhibitors, primary screen, biochemical, FRET, uHTS; recombinant SENP1 catalytic domain, CyPet-SUMO1-YPet FRET cleavage; inhibition, % at 10 µM; 360,000 tested, 0.21% active; AID 624204, 2012;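 active = inhibition at least 30% at 10 µM, raw YFP signal under a set limit, fluorescence ratio 0.5 to 1.5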;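 note: 0% = enzyme with DMSO and 100% = no enzyme wells; some results filed as inactive read as strong as hits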
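Material – human SENP1 catalytic domain · Input – SENP1 enzyme, 20 pM final · Compound dosing – single concentration of 10 µM compound, 0.5% DMSO final · Timing – enzyme reaction for 50 min at room temperature, dark · Measured by – FRET fluorescence in CFP and YFP emission channels · Control set – no-enzyme wells low, DMSO-plus-enzyme wells high control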
SENP8 block-1: human SENP8 protease inhibitors, primary screen, biochemical, fluorescence, Nedd8 protein substrate, uHTS | inhibition, % at 20 µM | 360,000 tested, 0.64% active | recombinant SENP8 | AID 602440, 2012 | Sentrin-specific protease 8 (Homo sapiens), Q96LD8; in the data active = inhibition mostly above about 40%, no sharp cut-off; inactive = mostly below about 27%
Target sequence (Q96LD8 whole entry, looked up): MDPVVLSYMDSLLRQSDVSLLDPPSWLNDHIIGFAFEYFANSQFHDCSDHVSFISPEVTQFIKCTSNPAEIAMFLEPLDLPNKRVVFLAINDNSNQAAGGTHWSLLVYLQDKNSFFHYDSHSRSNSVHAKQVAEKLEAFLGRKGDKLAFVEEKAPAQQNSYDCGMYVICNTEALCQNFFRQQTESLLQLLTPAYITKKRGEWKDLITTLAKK
PfGluPho inh: PfG6PD enzyme inhibitors, primary screen, biochemical, fluorescence intensity, uHTS | glucose-6-phosphate dehydrogenase-6-phosphogluconolactonase (Plasmodium falciparum 3D7) | PfGluPho enzyme, NADPH resazurin-diaphorase fluorescence | inhibition, % at 20 µM | 350,000 tested, 0.78% active | AID 504690, 2011;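 active = inhibition reaching at least a set limit at 20 µM in the primary screen, cut at about 59% in these data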;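 note: 0% = DMSO wells with substrate and 100% = DMSO wells lacking glucose-6-phosphate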
SENP7 block: SENP7 protease inhibitors, primary screen, biochemical, luminescence, uHTS; Sentrin-specific protease 7 (Homo sapiens), Q9BQF6; 330,000 tested, 1.5% active; inhibition, % at 5 µM; AID 434973, 2010; recombinant SENP7, Z-RLRGG-aminoluciferin luminescence, 40 min;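 active = inhibition above about 50% at the single test dose, limit read from the data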;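 note: plate controls were DMSO with enzyme for no effect and no enzyme buffer wells for full effect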
SENP6 inh: SENP6 protease inhibitors, primary screen, biochemical, luminescence, uHTS. 330,000 tested, 1.8% active. Sentrin-specific protease 6 (Homo sapiens), Q9GZR1. inhibition, % at 10 µM. Recombinant SENP6 catalytic domain, aminoluciferin luminescence. AID 2599, 2010;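 active = inhibition above about 50% at the single tested dose, limit read from the data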;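 note: plate controls were DMSO wells with enzyme for no effect and DMSO wells lacking enzyme for full effect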
Target sequence (Q9GZR1 628-1112 limits assumed): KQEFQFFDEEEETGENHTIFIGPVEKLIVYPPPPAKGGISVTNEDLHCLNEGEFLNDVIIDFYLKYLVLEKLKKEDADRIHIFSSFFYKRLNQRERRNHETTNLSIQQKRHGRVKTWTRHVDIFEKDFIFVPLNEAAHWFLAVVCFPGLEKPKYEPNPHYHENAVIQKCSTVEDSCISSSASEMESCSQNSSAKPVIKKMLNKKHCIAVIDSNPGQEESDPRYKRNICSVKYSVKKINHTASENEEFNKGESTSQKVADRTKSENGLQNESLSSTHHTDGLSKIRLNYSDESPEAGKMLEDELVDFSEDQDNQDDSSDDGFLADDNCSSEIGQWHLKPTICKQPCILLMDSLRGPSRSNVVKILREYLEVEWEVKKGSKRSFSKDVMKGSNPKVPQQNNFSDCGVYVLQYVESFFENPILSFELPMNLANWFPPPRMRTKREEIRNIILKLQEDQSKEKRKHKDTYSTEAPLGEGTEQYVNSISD
SENP8 block-2: SENP8 protease inhibitors, primary screen, biochemical, luminescence. purified SENP8, Z-RLRGG-aminoluciferin cleavage. inhibition, % at 10 µM. 330,000 tested, 1.2% active. AID 2540, 2010; in the data active = inhibition above about 50%
* = called active by the depositor; . = no result given.

Order of results: UBC13 polyUb, HKDC1 inh, MIN6 prolif, SENP1 inh, SENP8 block-1, PfGluPho inh, SENP7 block, SENP6 inh, SENP8 block-2
[1] COc1ccc(C(=O)Nc2ccccc2C(=O)NC(Cc2ccc(O)cc2)C(=O)NNC(=O)c2ccccc2Cl)cc1 (stereo not drawn)
  -9, -2, -2, 3, -40, 5, -9, -4, -3
[2] O=C(CCc1nc2ccccc2c(=O)[nH]1)Nc1ccc(Cl)c(Cl)c1
  -2, 0, -2, -14, -8, -1, 2, 2, 8
[3] CC(=O)C1=C(O)C(=O)N(c2ccc(O)cc2)C1c1cccc([N+](=O)[O-])c1 (stereo not drawn)
  4, -3, -2, -1, 23, 15, -3, -9, -3
[4] Clc1ccc(C2=CSC3=NCCN23)cc1Cl
  8, -4, -3, 0, -338, 16, 3, -15, 0
[5] CC(=O)NC1=NN(C(C)=O)C(C)(c2ccccn2)S1 (stereo not drawn)
  -8, -13, 0, -1, 10, -3, -2, -9, -11
[6] Cc1nnc2c3ccccc3c(-c3ccccc3)nn12
  7, -5, -2, 2, -2, -14, -10, -10, -2
[7] Cc1nnc(NC(=O)CSc2nccn2C)s1
  5, 3, -2, -1, -1, 5, 3, -2, -3
[8] N#CCn1cnc2c(oc3ccccc32)c1=O
  4, -3, -1, -2, 20, 5, 1, 2, -4
[9] NC(=O)c1ccc(NC(=O)COC(=O)C2CCN(S(=O)(=O)c3cccs3)CC2)cc1
  6, -7, -4, -5, -2, -9, -1, 6, 9
[10] CCN1/C(=C/c2cc[n+](C)cc2)C=Cc2cc(C)ccc21
  ., 17, ., -2, -4, -11, ., ., .
[11] Cc1ccc(-n2nnnc2-c2cccs2)cc1[N+](=O)[O-]
  -1, -3, -2, 1, 29, -19, -5, -14, -4
[12] COc1ccc(NC(=O)CN2CCN(CC(=O)Nc3ccc(F)cc3)CC2)cc1Cl
  6, 1, 0, 1, 19, -16, -8, 1, 5
[13] O=C1N(c2ccccc2)C(c2ccccc2)N2CCCN12 (stereo not drawn)
  -2, 1, -2, 1, 16, -6, -7, -1, -2
[14] Nc1c(C(=O)NCC2CCCO2)sc(=S)n1-c1ccccc1 (stereo not drawn)
  -3, 2, -1, 1, 32, 43, 0, -4, -3
[15] O=C(O)c1ccc(N2C(=O)CSC2=S)cc1
  -5, -8, 0, -3, 15, -4, -11, 6, 2
[16] C/C(=N\NC(=O)C1COc2ccccc2O1)c1ccccn1 (stereo not drawn)
  -23, -10, -2, 0, 5, -24, 2, -4, 1
[17] CC(=O)c1cc(-c2ccccc2)n(CCC(=O)NC(C)(C)C)c1C
  6, 6, 1, 1, 7, -25, 4, -15, -4
[18] CCNC(=O)Nc1nc2ccccc2s1
  -4, 2, 0, 3, 13, -9, 2, 3, -1
[19] NS(=O)(=O)c1ccc(CCNC(=S)NC2CCCCC2)cc1
  -2, -5, -2, 0, 12, -1, -5, -5, 0
[20] CCOCCCNC(=O)/C(C#N)=C/c1ccc(C)o1
  -1, 7, -2, -7, -7, -17, 8, -8, 6
[21] O=C(NCc1ccc(Cl)cc1)C1CCC(=O)N(C2CCCCCC2)C1 (stereo not drawn)
  1, -3, 0, 2, 2, -6, 3, -2, -4
[22] CC(NC(=O)c1noc2c1CCCCC2)c1ccccc1 (stereo not drawn)
  9, -8, 6, 0, 5, -7, -6, 3, 6
[23] O=C(Nc1ccc(N2CCOCC2)cc1)Nc1ccc(Cl)c(Cl)c1
  17, 5, -4, 4, 4, 17, 38, 7, -5
[24] COc1cccc(N2CCN(C(=O)c3ccc(=O)oc3)CC2C)c1 (stereo not drawn)
  4, -1, -3, -15, -412, -22, 6, 13, -1
[25] Cc1cccn2c(=O)nc(SCC(=O)NCc3ccccc3)nc12
  1, -9, 3, 4, -169, -16, -6, -4, 16
[26] CC1(C)CC2CC(C)(CN2C(=O)NC(=O)c2ccccc2)C1 (stereo not drawn)
  8, -1, 0, 2, 12, 3, 4, -9, 10
[27] COc1ccc(NC(=O)C2CCN(C(=O)C3CC(=O)N(c4ccc(C)cc4)C3)CC2)cc1 (stereo not drawn)
  11, 2, -1, 1, 10, 0, 2, 4, 2
[28] COc1cccc(Cn2cc(/C=N/NC(=O)c3cc(O)cc(O)c3)c3ccccc32)c1
  9, 3, -5, -3, -258, 15, -7, -25, -5
[29] COCCN1C(=O)N[C@@H](c2ccccc2)C(C(C)=O)=C1C
  -5, -4, -5, ., ., 3, 1, -2, -6
[30] COc1ccc(NC(=O)CN2C(=O)CSc3ccc(S(=O)(=O)N4CCCC4)cc32)cc1OC
  -6, -4, 0, 0, 9, 4, -2, 11, 8
[31] Cc1ccc(NC(=O)COc2ccc(Br)cc2C)cc1
  5, 10, 0, 4, 16, 4, 3, -3, -2
[32] CCn1nc(C)cc1-c1n[nH]c(=S)n1N
  -7, 8, -2, 0, 2, -1, -12, 8, -3
[33] CCCCC(=O)NC1=NC(=O)C(C)(C)S1
  5, 3, 0, 1, 16, -17, -3, 3, 2
[34] CC(OC(=O)C1=COCCO1)C(=O)NC(C)c1ccc(Cl)cc1Cl (stereo not drawn)
  -2, -1, -3, 2, -1, -5, -4, -7, -6
[35] CCN1C[C@@H]2[C@@H]3C(=O)N(C)C(=O)[C@@H]3[C@](CC)(C1=O)N2C(=O)c1ccc(C(C)(C)C)cc1
  1, 7, -4, -1, -18, 1, 5, 6, 1
[36] CCN(C(=O)COc1ccccc1[N+](=O)[O-])C1CCS(=O)(=O)C1 (stereo not drawn)
  0, -11, 2, -1, 16, 3, 1, -13, -3
[37] Cc1nc(C)c(C(=O)Nc2ccc(Oc3ccccc3)cc2)o1
  -2, -2, -4, -3, 6, 12, 5, -11, 12
[38] CC(C)Sc1nc2ccccc2n2cnnc12
  1, 5, 1, 2, 10, 20, -3, 14, -4
[39] COc1ccccc1C(=O)O/N=C(\c1ccccc1)c1ccncc1
  0, 9, -3, 3, -1, -1, 3, -6, 4
[40] Cc1ccc(C(=O)Nc2nc(=O)n(C(=O)c3ccccc3C)s2)cc1
  -13, 14, -4, 2, 26, 38, -34, -30, -8
[41] COC(=O)[C@H](Cc1ccccc1)NC(=O)N1Cc2ccccc2C[C@H]1C(=O)OC
  -1, 0, -5, -2, 6, -17, 0, 7, -4
[42] O=C(CCCOc1ccccc1)Nc1ccc(Cl)c(S(=O)(=O)N2CCOCC2)c1
  -2, -3, -5, 2, -3, 14, -10, -7, -13
[43] Cc1cc(=O)[nH]c2c1cnn2C(C)c1ccccc1 (stereo not drawn)
  5, -1, 0, 5, 11, 3, 3, 5, 6
[44] CC1(C)N=C(N)NC(Nc2ccccc2Cl)=N1
  0, -11, -2, 3, 2, -4, 5, -6, -2
[45] O=C(Nc1ccccc1Br)C1CC(=O)N(c2ccc3c(c2)OCCO3)C1 (stereo not drawn)
  -2, -4, 0, -1, 16, 5, 14, -20, 3
[46] COc1ccc(OCC(=O)Nc2cccc(NC(=O)COc3ccc(OC)cc3)n2)cc1
  4, -7, 2, 0, 23, -18, 3, -16, 1
[47] Cc1ccc(C(=O)N2CCN(CCNC(=O)C(=O)NCc3ccc(Cl)cc3)CC2)cc1
  2, -3, -3, 5, 9, -2, 6, 21, -5
[48] C=CCn1c(=O)/c(=C\c2ccccn2)s/c1=C(/C#N)C(=O)NCC1CCCO1 (stereo not drawn)
  -7, -6, 0, 6, -35, 12, 2, 7, 1
[49] O=C(C(Cl)Cl)N1CCN(Cc2ccc3c(c2)OCO3)CC1
  -3, -2, -3, 1, 12, 8, 3, 24, -7
[50] Nc1nn(S(=O)(=O)c2ccccc2)cc1-c1ccc([N+](=O)[O-])cc1
  -11, -5, -7, -2, 16, 4, -3, 3, 6
[51] CC(CNC(=O)Cn1cnc2c(NCc3ccccc3)ncnc21)c1ccccc1 (stereo not drawn)
  ., -3, ., 1, 3, -2, 6, ., .
[52] OCCN(CCO)CC(O)COc1ccc2c(c1)OCO2 (stereo not drawn)
  -1, -9, -3, 0, 14, -9, -11, -9, -8
[53] COc1ccccc1CNC(=O)N1CCN(c2ccccc2C)CC1
  0, -3, -2, 3, 5, -8, -7, -21, -13
[54] O=C(NC1CCCC1)C(c1ccc(F)cc1)N(C(=O)Cc1cccs1)c1ccc2c(c1)OCCO2 (stereo not drawn)
  -7, 9, -4, 0, 12, 0, -13, -38, -7
[55] CN(C)c1ccc(NC(=O)c2ccc3nsnc3c2)cc1
  -20, -9, -3, 3, 32, 19, 3, -13, 5
[56] O=C(CSc1nnc2ncccn12)N1CCCCCC1
  -7, 2, -1, 0, 10, 3, 4, -14, 1
[57] COc1cc(C)c(Cl)cc1S(=O)(=O)NCC1CCCO1 (stereo not drawn)
  -2, -5, -2, 0, 16, 9, 3, -6, -1

Copied from above, entries 46–47
Order of results: UBC13 polyUb, HKDC1 inh, MIN6 prolif, SENP1 inh, SENP8 block-1, PfGluPho inh, SENP7 block, SENP6 inh, SENP8 block-2
[46] COc1ccc(OCC(=O)Nc2cccc(NC(=O)COc3ccc(OC)cc3)n2)cc1
  4, -7, 2, 0, 23, -18, 3, -16, 1
[47] Cc1ccc(C(=O)N2CCN(CCNC(=O)C(=O)NCc3ccc(Cl)cc3)CC2)cc1
  2, -3, -3, 5, 9, -2, 6, 21, -5

Four entries from above in another layout.
[35] CCN1C[C@@H]2[C@@H]3C(=O)N(C)C(=O)[C@@H]3[C@](CC)(C1=O)N2C(=O)c1ccc(C(C)(C)C)cc1
- UBC13 polyUb: 1
- HKDC1 inh: 7
- MIN6 prolif: -4
- SENP1 inh: -1
- SENP8 block-1: -18
- PfGluPho inh: 1
- SENP7 block: 5
- SENP6 inh: 6
- SENP8 block-2: 1

[42] O=C(CCCOc1ccccc1)Nc1ccc(Cl)c(S(=O)(=O)N2CCOCC2)c1
- UBC13 polyUb: -2
- HKDC1 inh: -3
- MIN6 prolif: -5
- SENP1 inh: 2
- SENP8 block-1: -3
- PfGluPho inh: 14
- SENP7 block: -10
- SENP6 inh: -7
- SENP8 block-2: -13

[39] COc1ccccc1C(=O)O/N=C(\c1ccccc1)c1ccncc1
- UBC13 polyUb: 0
- HKDC1 inh: 9
- MIN6 prolif: -3
- SENP1 inh: 3
- SENP8 block-1: -1
- PfGluPho inh: -1
- SENP7 block: 3
- SENP6 inh: -6
- SENP8 block-2: 4

[7] Cc1nnc(NC(=O)CSc2nccn2C)s1
- UBC13 polyUb: 5
- HKDC1 inh: 3
- MIN6 prolif: -2
- SENP1 inh: -1
- SENP8 block-1: -1
- PfGluPho inh: 5
- SENP7 block: 3
- SENP6 inh: -2
- SENP8 block-2: -3

From PubChem
